TDP1 cell noCPT – qHTS for Inhibitors of human tyrosyl-DNA phosphodiesterase 1 (TDP1): qHTS in cells in absence of CPT; DT40 Tdp1-/- hTDP1 cells, no CPT, ATP luminescence, 48 h; Potency, µM (top dose mostly 46.2 µM), for inactives: at the top dose activity change, negative = growth inhibition, most hits filed as inhibitors; 15% of 420,000 active; AID 686978, 2013; further: nearly all actives have a fitted effect of over 55% in size
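Seeded 400 DT40-hTDP1 cells/well (vehicle DMSO, no 20 nM CPT); pinned compounds; ≥48 hr at 37 °C; CellTiter-Glo luminescence as viability measure.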
DT40 TDP1 CPT – growth inhibition of DT40 Tdp1-/-;hTDP1 cells with camptothecin (screen for TDP1 inhibitors). Potency, µM (top dose mostly 46.2 µM), inactives show at the highest dose activity change, negative = growth inhibition, usual class: inhibitors. chicken DT40 Tdp1-/-;hTDP1 cells + 20 nM CPT, ATP luminescence, 48 h. AID 686979. 12% of 420,000 active; further: nearly all actives have a fitted effect of over 55% in size
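Chicken DT40 Tdp1-/- cells complemented with human TDP1, 400 cells/well, exposed to compounds plus 20 nM camptothecin for at least 48 h at 37 C; viability read as ATP content by CellTiter-Glo luminescence.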
TDP1 inh – blocks human tyrosyl-DNA phosphodiesterase 1 | Q9NUW8 | recombinant TDP1, AlphaScreen DNA substrate cleavage | Potency, µM (series often up to 130 µM), without a hit: at the highest dose activity change, negative = inhibition, actives largely listed as inhibitors | 0.28% of 350,000 active; further: nearly all actives have a fitted effect of over 40% in size
Target sequence (Q9NUW8 whole entry, looked up): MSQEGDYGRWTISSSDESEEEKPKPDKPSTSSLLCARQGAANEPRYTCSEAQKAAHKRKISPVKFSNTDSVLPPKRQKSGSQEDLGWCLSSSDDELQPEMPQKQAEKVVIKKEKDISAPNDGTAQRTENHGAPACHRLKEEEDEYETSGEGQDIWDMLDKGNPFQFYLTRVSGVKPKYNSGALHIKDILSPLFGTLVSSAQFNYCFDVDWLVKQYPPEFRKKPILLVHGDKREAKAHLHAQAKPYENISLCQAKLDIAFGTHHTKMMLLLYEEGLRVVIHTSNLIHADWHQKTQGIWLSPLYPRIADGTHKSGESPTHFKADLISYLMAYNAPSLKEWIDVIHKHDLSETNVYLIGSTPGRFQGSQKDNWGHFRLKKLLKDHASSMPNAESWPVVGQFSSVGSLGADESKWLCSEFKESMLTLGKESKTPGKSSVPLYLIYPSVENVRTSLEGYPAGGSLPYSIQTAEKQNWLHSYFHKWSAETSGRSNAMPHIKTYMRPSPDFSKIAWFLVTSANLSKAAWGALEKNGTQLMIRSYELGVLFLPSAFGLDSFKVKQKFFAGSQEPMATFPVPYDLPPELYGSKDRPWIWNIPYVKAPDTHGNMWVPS
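Recombinant human Tdp1 (E. coli-expressed, 1 nM final) preincubated with compounds 15 min at room temperature, then 5'-biotin/3'-phosphotyrosine-FITC DNA substrate (15 nM final) added for 5 min. AlphaScreen beads (10 ug/ml final) added 10 min; cleavage lowers signal.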
* hit, by the source's call; ? = inconclusive; . = not tested or not shown; [ ] = dose if it differs, or a comment. The call rests on the fitted dose curve; in most records, active means well fitted curve in the direction sought with a large enough effect; inconclusive means small, poorly fitted or top-dose-only effect, or another doubt; inactive means no such curve, though single readings can be large; an effect the other way counts as inactive or inconclusive. On the % scale 0 is the no-effect control and ±100 the full control effect; potency means the concentration at half of the fitted maximal effect. Outcome played no part in choosing rows; overall some 18% were active at least once.

SMILES	TDP1 cell noCPT	DT40 TDP1 CPT	TDP1 inh
COc1ccc(NC(=O)c2cc(-c3cc(F)ccc3OC)n[nH]2)c(OC)c1	?	26µM*	.
COc1ccc(CN2CCc3c([nH]c4ccccc34)C2)c(OC)c1C	?	?	.
Cc1oc(-c2cccc(Cl)c2)nc1CN1CCCC(C(=O)NCCc2ccc(Cl)cc2)C1 (stereo not given)	?	?	6%
COc1ccc(NC(=O)c2nc(S(C)(=O)=O)ncc2N(Cc2ccc(C)cc2)Cc2ccco2)cc1Cl	18µM*	?	6%
CC(=O)c1c(O)cc(=O)n(-c2ccccc2)c1-c1cccc2ccccc12	0%	-3%	-2%
CS(=O)(=O)N1CCC[C@@]2(CCN(c3ccccc3)C2)C1	?	-5%	.
Cc1ccccc1NC(=S)N1CCOCC1	-2%	0%	0%
COc1cc(Cl)c(CN2CCOc3ccc(CN4CCCCC4CO)cc3C2)cc1OC (stereo not given)	?	1%[9.04 µM]	.
Cc1cccc(NC(=S)N2CCN(S(=O)(=O)c3ccc(F)cc3)CC2)c1	9%	-2%	0%
CC(C)(N=NC(C)(C)C(=N)N)C(=N)N	5%	?	11%[56.1 µM]
CC1CN(S(=O)(=O)c2ccc(C(=O)Nc3ccccc3F)cc2)CC(C)O1 (stereo not given)	4%	-15%	0%
COc1ccc(CNC(=O)Cn2cncn2)cc1OC	?	5%	6%
Cc1ccc(NC2CCCN(C(=O)c3cnc4ccccn4c3=O)C2)cc1C (stereo not given)	18%	-13%	1%
O=C(Cn1c(-c2cccs2)cc2cc(Cl)ccc21)N1CCN(c2ccccc2F)CC1	?	?	5%
C=C(C)CSc1nc2nc(C)cc(C)n2n1	-12%	-23%	5%
CCc1nn(CCCC(=O)N(C)Cc2ccccc2)c(=O)c2cc3occc3n12	?	16µM*	3%
CC(C)NC(=O)c1cc(C2CCCCN2C(=O)CCCc2ccccc2)on1 (stereo not given)	?	?	.
O=C(NCC(F)(F)F)c1cc2c(c(-c3cccc(-c4ccccc4F)c3)n1)[C@@H](CCO)N(C(=O)CC1CC1)C2	?	?	.
Cc1ccc(C(=O)N2CCSC2=S)cc1	-28%	-11%	-2%
COc1ccc(-n2c(=O)c(CCc3ccccc3)nc3cnc(OC)nc32)cc1	?	?	.
CC(=NC1CCCCC1)C1=C(O)c2ccccc2C1=O	?	?	2%
CCOc1ccc2nc(-c3ccccc3)[nH]c2c1	21µM*	9.2µM*	5%
CC(=O)Nc1ccc(S(=O)(=O)Nc2nc3ccccc3nc2Sc2nncn2C)cc1	-12%	-23%	8%
CC(=O)N1c2ccc(S(=O)(=O)N3CCCC(C(=O)Nc4ccc(C)cc4C)C3)cc2CC1C (stereo not given)	?	?	.
CC1CCN(S(=O)(=O)N2CCC(C(=O)NCc3ccc(F)cc3Cl)CC2)CC1	?	-24%	.
CC(C)n1c(=O)c2ccccc2n1Cc1cn(C2CCCC2)nn1	-8%	-5%	.
O=[N+]([O-])c1ccc(NS(=O)(=O)c2cccc3cccnc23)cc1	-7%	-12%	.
COc1ccc(Cl)cc1NC(=O)CN(C)C(=O)c1ccc2c(c1)CC(c1ccccc1)OC2=O (stereo not given)	16µM*	15µM*	0%
CC1CC(=O)N(c2ccc(NCCc3ccc(O)cc3)c([N+](=O)[O-])c2)C1=O (stereo not given)	15µM*	16µM*	3%
CCCCN(CC)C(=O)C1CCCN(c2ncnc3onc(C)c23)C1 (stereo not given)	21µM*	18µM*	6%
CCc1nnc(NC(=O)CSc2nccn2-c2ccc(OC)cc2)s1	-9%	?	5%
Cc1c(Cl)cccc1NS(=O)(=O)c1ccccc1	-5%	-28%	.
Nc1c(Cl)c(Cl)nc(C(=O)N/N=C/c2ccco2)c1Cl	0%	-9%	2%
CNC(=O)[C@H]1O[C@H](n2cnc3c(NCc4cccc(I)c4)ncnc32)[C@@H](O)[C@@H]1O	?	12%	10%[56.1 µM]
CCn1c(Sc2ccc(N)cc2Cl)nc2ccccc21	-25%	-12%	5%
CN(CC1COc2ccccc2O1)C(=O)CCNS(=O)(=O)c1ccc(F)c(Cl)c1 (stereo not given)	?	-27%	.
Cc1oc2c(c(C)cc3oc(=O)c(CC(=O)NCCc4ccccc4F)c(C)c32)c1C	?	?	0%
Cc1cc(C)n(-c2ccc(C(=O)Nc3ccc(N4CCOCC4)cc3)cc2)n1	-3%	3%	-5%
O=C(NNC(=O)c1cc(Br)ccc1O)c1csc(N2CCOCC2)n1	21µM*	?	0%[56.1 µM]
CN(CC(=O)Nc1ccccc1C(F)(F)F)C(=O)CCc1nc2sc3c(c2c(=O)[nH]1)CCCC3	?	?	0%
N#Cc1ccccc1Sc1ccccc1C(=O)OCC(=O)NC12CC3CC(CC(C3)C1)C2	?	?	1%
Cc1ccccc1NC(=O)COC(=O)CC1CCCC1	-14%	18%	8%
CC(=O)N(CCC1(C(C)C)CCOC(C)(C)C1)C(C)c1cccs1 (stereo not given)	?	?	.
O=C(Cn1cnc2cc([N+](=O)[O-])ccc2c1=O)Nc1cccc(S(=O)(=O)N2CCCCC2)c1	?	?	.
COc1ccc(C2Nc3ccccc3C(=O)N2c2cccc3ccccc23)cc1COc1c(C)cccc1C (stereo not given)	2.8µM*	3.2µM*	0%
O=S(=O)(NC1CCCC1)c1ccc(S(=O)(=O)N2CCc3ccccc32)cc1	16µM*	16µM*	0%
COc1ccc(NC(=O)Cn2c(=O)oc3cc(Cl)ccc32)c(OC)c1	6.5µM*	?	-2%
Cc1nc2ccccn2c1-c1csc(Nc2cccc(C(=O)O)c2)n1	-8%	2%	.

Another view of 5 compounds above.
SMILES | TDP1 cell noCPT | DT40 TDP1 CPT | TDP1 inh
CC(=O)N(CCC1(C(C)C)CCOC(C)(C)C1)C(C)c1cccs1 (stereo not given) | ? | ? | .
O=C(Cn1cnc2cc([N+](=O)[O-])ccc2c1=O)Nc1cccc(S(=O)(=O)N2CCCCC2)c1 | ? | ? | .
COc1ccc(C2Nc3ccccc3C(=O)N2c2cccc3ccccc23)cc1COc1c(C)cccc1C (stereo not given) | 2.8µM* | 3.2µM* | 0%
O=S(=O)(NC1CCCC1)c1ccc(S(=O)(=O)N2CCc3ccccc32)cc1 | 16µM* | 16µM* | 0%
COc1ccc(NC(=O)Cn2c(=O)oc3cc(Cl)ccc32)c(OC)c1 | 6.5µM* | ? | -2%

Following part
SMILES	TDP1 cell noCPT	DT40 TDP1 CPT	TDP1 inh
O=C(Nc1cccc(Cl)c1)C1CCCN(S(=O)(=O)c2cnc[nH]2)C1 (stereo not given)	?	?	1%
O=C(O)Cn1cc(C(=S)N2CCOCC2)c2ccccc21	-22%	-2%	2%
O=c1[nH]c2ccccc2n1CCCSCCCn1c(=O)[nH]c2ccccc21	?	?	12%
CC[C@@]12C(=O)N(c3ccccc3)C(=O)N1[C@H](c1ccc(OC)cc1)[C@@H]1C(=O)N(C(C)(C)C)C(=O)[C@@H]12	1%	-2%	1%
Cc1[nH]c2ccccc2c1/C=N/NC(=O)c1cccc(S(=O)(=O)Nc2ccccc2Cl)c1	-30%	-20%	4%
CC(Oc1ccc(C(C)(C)C)cc1)C(=O)NC1CC(C)(C)NC(C)(C)C1 (stereo not given)	?	-21%	0%
NC(=O)c1ccc(NC(=O)Cn2c(=O)n(-c3ccccc3)c(=O)c3oc4ccccc4c32)cc1	?	?	0%
CC(C)C(C(=O)NCC1CCCO1)N(CC1CCCO1)C(=O)CNS(=O)(=O)c1ccccc1 (stereo not given)	-4%	-7%	10%
Cc1ccc(NC(=O)CCC(=O)n2nc(C)cc2C)c(C)c1	-7%	7%	3%
O=C(O)c1cc(N=Cc2c(O)c3ccccc3oc2=O)ccc1O	-20%	?	.
N#Cc1ccc(N2CCCNCC2)nc1	9%	7%	.
CCc1ccc(N2CCn3c2nc2c3c(=O)n(Cc3c(F)cccc3Cl)c(=O)n2C)cc1	?	?	-3%
CS(=O)(=O)Nc1cccc(-c2cncnc2Nc2ccc(F)cc2)c1	-11%	11%	.
COc1ccc(C(CNC(=O)c2cccc(S(=O)(=O)Nc3ccccc3OC)c2)N2CCCC2)cc1 (stereo not given)	?	?	0%
O=C(NC1CC(=O)N(c2ccccc2)C1)c1ccco1 (stereo not given)	3%	9%	0%
COc1ccc(/C=N/N=C2/NC(=O)C(CC(=O)NC(C)C)S2)cc1 (stereo not given)	0%	3%	2%
CCOc1ccc(C2=[N+]([O-])C(C)(C)N(O)C2(C)C)cc1	-4%	-20%	-7%
CCOC(=O)c1ccc(NC2OC(=O)c3ccccc32)cc1 (stereo not given)	-7%	-5%	0%
O=C(NCCCN1CCCCC1)C1CCN(c2ncnc3c2nc2n3CCCCC2)CC1	?	?	0%
CCN(CC)S(=O)(=O)c1ccc2c(c1)nc(CCC(=O)O)n2C	1%	8%	0%
CCNc1nc(NC(C)C)nc(N(C)C#N)n1	29%	0%	.
Cn1cncc1C#Cc1c(-c2ccsc2)sc2ccccc12	?	?	7%
Cc1onc(-c2c(F)cccc2Cl)c1C(=O)Nc1nc2ccccc2[nH]1	?	?	11%
O=C(COC(=O)c1c[nH]c2ccccc12)NC1CCCCC1	?	1%	-1%[56.1 µM]
NC(=O)CC1NC(=O)c2ccccc21 (stereo not given)	-16%	-26%	0%
COc1ccc(NC(=O)N2CCN(c3ccc([N+](=O)[O-])cc3)CC2)cc1OC	18µM*	?	5%
O=C(N/N=C1\CCCc2ccccc21)c1ccc([N+](=O)[O-])cc1Cl	?	?	7%
COC(=O)/C=C/c1cnc2ccccc2c1	?	-26%	4%
CCC(c1nnnn1-c1ccc2c(c1)OCCO2)N1CCN(C/C=C/c2ccccc2)CC1 (stereo not given)	13µM*	?	.
CN(C)C(=S)NC(=NCc1ccc([N+](=O)[O-])cc1)c1ccccc1	-23%	?	1%
COC(=O)c1ccc(N2C(c3cc(OC)cc(OC)c3)=Cc3ccc(-c4cccnc4)cc3C2CC(=O)C2CC2)cc1 (stereo not given)	?	?	.
CCC(Cc1ccccc1)NC(=O)Cn1ncc2ccsc2c1=O (stereo not given)	6%	-14%	0%
Cc1noc(C)c1COc1ccc(C(=O)NCC(c2c(F)cccc2Cl)N(C)C)cc1 (stereo not given)	?	?	8%
Cc1nc(NC(=O)c2ccccc2)sc1-c1cc(C(=O)N2CCOCC2)nn1Cc1ccccc1	-18%	21µM*	.
O=C(c1ccc([N+](=O)[O-])cc1)c1cc2ccc(O)cc2oc1=O	5%	-25%	.
O=C(Cn1c(NCCCO)nc2ccccc21)c1ccc(F)cc1	-26%	-24%	.

Four compounds picked at random from those above, as already listed:
SMILES	TDP1 cell noCPT	DT40 TDP1 CPT	TDP1 inh
O=C(c1ccc([N+](=O)[O-])cc1)c1cc2ccc(O)cc2oc1=O	5%	-25%	.
Cc1nc(NC(=O)c2ccccc2)sc1-c1cc(C(=O)N2CCOCC2)nn1Cc1ccccc1	-18%	21µM*	.
O=C(N/N=C1\CCCc2ccccc21)c1ccc([N+](=O)[O-])cc1Cl	?	?	7%
CN(C)C(=S)NC(=NCc1ccc([N+](=O)[O-])cc1)c1ccccc1	-23%	?	1%

Next compounds follow.
SMILES	TDP1 cell noCPT	DT40 TDP1 CPT	TDP1 inh
CCOc1ccccc1C(=O)N(Cc1ccccc1)Cc1cc2cc3c(cc2[nH]c1=O)OCCO3	23µM*	26µM*	.
CC(C)(C)CC(=O)O/N=C(\N)c1ccncc1	2%	-1%	5%
COCc1[nH]nc2c1C(c1ccsc1)C(C#N)=C(N)O2 (stereo not given)	-24%	?	2%
CCOC(=O)/C=C(/C)N1N=C(c2ccc(OC)cc2)CC1c1cccc([N+](=O)[O-])c1 (stereo not given)	?	-28%	5%
O=[N+]([O-])c1ccc(N2CCN(S(=O)(=O)c3ccccc3)CC2)cc1	?	?	4%
O=C(Nc1ncc(Br)s1)C(Cc1ccccc1)n1cccc1 (stereo not given)	?	?	9%
CS(=O)(=O)N(CC(=O)NCCSCc1ccco1)c1ccc2c(c1)OCO2	0%	?	-5%
c1ccc(-c2nnc(-c3ccccc3)nn2)cc1	-10%	?	.
O=C(O)c1cccc(-c2csc(C(O)c3ccc(F)cc3)n2)c1 (stereo not given)	6%	6%	.
COc1cc(C(=O)c2ccccc2C(=O)O)c(OC)c2c1CCCC2	-12%	11%	.
O=c1c2ccccc2[nH]c(=S)n1Cc1ccccc1	5%	2%	.

Whole records, quoted from the list. Order of values: TDP1 cell noCPT | DT40 TDP1 CPT | TDP1 inh
CC(C)(C)CC(=O)O/N=C(\N)c1ccncc1 is listed as 2% | -1% | 5%
O=[N+]([O-])c1ccc(N2CCN(S(=O)(=O)c3ccccc3)CC2)cc1 is listed as ? | ? | 4%
